Assay outcomes from PubChem.
rad50: NCI yeast anticancer drug screen, S. cerevisiae rad50 strain | % growth inhibition at 50 µM | 79,000 compounds, 10% hits | AID 155, 2004;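 note: 0% = growth of vehicle-only cultures of the same strain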
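Relative growth inhibition (compound vs vehicle) was measured in yeast with a defined repair-gene alteration.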
yeast mlh1 rad18: NCI yeast anticancer drug screen, S. cerevisiae mlh1 rad18 strain; growth inhibition, % at 50 µM; 79,000 compounds, 11% hits; AID 175, 2004;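 note: 0% = growth of vehicle-only cultures of the same strain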
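Vehicle-treated cultures served as the reference for growth inhibition in a yeast strain carrying DNA damage repair alterations exposed to each compound.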
mec2-1: NCI yeast anticancer drug screen, S. cerevisiae mec2-1 strain. AID 157, 2004. growth inhibition, % at 50 µM. 79,000 compounds, 9% hits;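 note: 0% = growth of vehicle-only cultures of the same strain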
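Yeast mec2-1 mutant treated with compound. Readout: growth inhibition vs vehicle controls.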
bub3: NCI yeast anticancer drug screen, S. cerevisiae bub3 mutant strain; growth inhibition, % at 50 µM; 78,000 compounds, 9.9% hits;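 note: 0% = growth of vehicle-only cultures of the same strain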
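In this screen, a yeast mutant lacking normal mitotic checkpoint function is challenged with compound. Relative growth versus vehicle gives the inhibition value.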
yeast cln2 rad14: NCI yeast anticancer drug screen, S. cerevisiae cln2 rad14 strain; growth inhibition, % at 50 µM; 78,000 compounds, 8.3% hits; AID 165, 2004;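 note: 0% = growth of vehicle-only cultures of the same strain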
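Relative to vehicle controls, growth inhibition of compound-treated cln2 rad14 yeast was recorded.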
sgs1 mgt1: NCI yeast anticancer drug screen, S. cerevisiae sgs1 mgt1 strain; AID 161, 2004; 78,000 compounds, 10% hits; growth inhibition, % at 50 µM;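 note: 0% = growth of vehicle-only cultures of the same strain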
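Percent growth inhibition was derived by comparing compound-exposed mutant yeast with vehicle-exposed cultures. The strain carries alterations in DNA damage repair.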
Active calls of the source: *. Cut-off read from the data, not from the text of the source: active = growth inhibition above about 70%; inactive = the rest.

COC(=O)C(NC(=O)COc1ccccc1[N+](=O)[O-])C(=O)OC was read as rad50 -15, yeast mlh1 rad18 -12, mec2-1 -1, bub3 -13, yeast cln2 rad14 3 and sgs1 mgt1 0.
For COC1(OC)CCC2=C(C)C(O)CCC2(CO)C1 (stereo not given) the results were rad50 19, yeast mlh1 rad18 -3, mec2-1 6, bub3 1, yeast cln2 rad14 -40 and sgs1 mgt1 -6.
`COC(=O)c1cc(=O)nc(N)s1` gave rad50 14, yeast mlh1 rad18 6, mec2-1 -1, bub3 5, yeast cln2 rad14 27 and sgs1 mgt1 -14.
`C#CCNC(=O)CCC(N)C(=O)O` (stereo not given) gave rad50 0, yeast mlh1 rad18 3, mec2-1 -15, bub3 -12, yeast cln2 rad14 3 and sgs1 mgt1 -15.
Screening CCOc1ccc2c(c1)n([O-])c1ccccc1[n+]2=O returned rad50 56, yeast mlh1 rad18 99*, mec2-1 97*, bub3 99*, yeast cln2 rad14 98* and sgs1 mgt1 99*.
For O=C(Nc1cccc(O)c1)C(=O)C(C(=O)c1ccccc1F)C1OC(=O)c2ccccc21 (stereo not given) the results were rad50 -15, yeast mlh1 rad18 -17, mec2-1 -20, bub3 -9, yeast cln2 rad14 -18 and sgs1 mgt1 -28.
For CCOC(=O)C12CCCC1(O)N(NC(N)=O)C(C)=C2C(=O)OC (stereo not given) the results were rad50 10, yeast mlh1 rad18 6, mec2-1 -5, bub3 -12, yeast cln2 rad14 -69 and sgs1 mgt1 3.
Screening C[n+]1c(/C=C/c2ccc(O)c3ccccc23)ccc2ccccc21 returned rad50 42, yeast mlh1 rad18 40, mec2-1 33, bub3 -12, yeast cln2 rad14 -1 and sgs1 mgt1 56.
`CC(C)(C)c1cc(C(=S)SCc2ccccc2)cc(C(C)(C)C)c1O` gave rad50 0, yeast mlh1 rad18 -11, mec2-1 -1, bub3 -3, yeast cln2 rad14 -18 and sgs1 mgt1 0.
`CC1C(=O)N2C(=O)C(C)C(C)C(=O)N2C(=O)C1C` (stereo not given) gave rad50 2, yeast mlh1 rad18 -12, mec2-1 -6, bub3 4, yeast cln2 rad14 -13 and sgs1 mgt1 8.

Entries above that contain nitrogen in an aromatic ring:
`COC(=O)c1cc(=O)nc(N)s1` gave rad50 14, yeast mlh1 rad18 6, mec2-1 -1, bub3 5, yeast cln2 rad14 27 and sgs1 mgt1 -14.
Screening CCOc1ccc2c(c1)n([O-])c1ccccc1[n+]2=O returned rad50 56, yeast mlh1 rad18 99*, mec2-1 97*, bub3 99*, yeast cln2 rad14 98* and sgs1 mgt1 99*.
Screening C[n+]1c(/C=C/c2ccc(O)c3ccccc23)ccc2ccccc21 returned rad50 42, yeast mlh1 rad18 40, mec2-1 33, bub3 -12, yeast cln2 rad14 -1 and sgs1 mgt1 56.

(cont.)
`Cc1ccc(N2C(=O)CSC2=S)cc1Br` gave rad50 95*, yeast mlh1 rad18 95*, mec2-1 93*, bub3 78*, yeast cln2 rad14 32 and sgs1 mgt1 95*.
Screening CC1(C#N)CC/C(=C\c2ccc3c(c2)OCO3)C(=O)C1 (stereo not given) returned rad50 0, yeast mlh1 rad18 -5, mec2-1 17, bub3 -7, yeast cln2 rad14 -1 and sgs1 mgt1 5.
Screening CC(C)(C)CC(C)(C)N1CNC(=S)NC1 returned rad50 19, yeast mlh1 rad18 17, mec2-1 -2, bub3 22, yeast cln2 rad14 11 and sgs1 mgt1 18.
`C(=N\OCc1ccccc1)/c1ccccn1` gave rad50 1, yeast mlh1 rad18 -8, mec2-1 9, bub3 50, yeast cln2 rad14 -16 and sgs1 mgt1 15.
CCCOC(=O)c1c(Cl)c(Cl)c(Cl)c(Cl)c1C(=O)OCCC was read as rad50 13, yeast mlh1 rad18 8, mec2-1 -21, bub3 -15, yeast cln2 rad14 -3 and sgs1 mgt1 5.
For SC1(S)CCCN(Cc2ccccc2)C1 the results were rad50 9, yeast mlh1 rad18 38, mec2-1 19, bub3 44, yeast cln2 rad14 36 and sgs1 mgt1 43.
`CC1CCC(CC(N)=O)C1(C)C` (stereo not given) gave rad50 12, yeast mlh1 rad18 0, mec2-1 -7, bub3 3, yeast cln2 rad14 -22 and sgs1 mgt1 3.
CCCCCCSc1n[nH]c(=S)s1 was read as rad50 -4, yeast mlh1 rad18 13, mec2-1 10, bub3 -5, yeast cln2 rad14 25 and sgs1 mgt1 18.
Screening CC(=O)OC12c3ccccc3C(c3ccccc31)C1C(=O)N(N=C(C)C)C(=O)C12 (stereo not given) returned rad50 -4, yeast mlh1 rad18 27, mec2-1 4, bub3 9, yeast cln2 rad14 -11 and sgs1 mgt1 8.
Screening CSc1nc(NC2OCC(O)C(O)C2O)c(Br)c(=O)[nH]1 (stereo not given) returned rad50 22, yeast mlh1 rad18 19, mec2-1 -6, bub3 22, yeast cln2 rad14 11 and sgs1 mgt1 32.

Part of the list above in order of SMILES length, lowest first:
CCCCCCSc1n[nH]c(=S)s1 was read as rad50 -4, yeast mlh1 rad18 13, mec2-1 10, bub3 -5, yeast cln2 rad14 25 and sgs1 mgt1 18.
For SC1(S)CCCN(Cc2ccccc2)C1 the results were rad50 9, yeast mlh1 rad18 38, mec2-1 19, bub3 44, yeast cln2 rad14 36 and sgs1 mgt1 43.
`C(=N\OCc1ccccc1)/c1ccccn1` gave rad50 1, yeast mlh1 rad18 -8, mec2-1 9, bub3 50, yeast cln2 rad14 -16 and sgs1 mgt1 15.
`Cc1ccc(N2C(=O)CSC2=S)cc1Br` gave rad50 95*, yeast mlh1 rad18 95*, mec2-1 93*, bub3 78*, yeast cln2 rad14 32 and sgs1 mgt1 95*.
Screening CC(C)(C)CC(C)(C)N1CNC(=S)NC1 returned rad50 19, yeast mlh1 rad18 17, mec2-1 -2, bub3 22, yeast cln2 rad14 11 and sgs1 mgt1 18.
Screening CC1(C#N)CC/C(=C\c2ccc3c(c2)OCO3)C(=O)C1 (stereo not given) returned rad50 0, yeast mlh1 rad18 -5, mec2-1 17, bub3 -7, yeast cln2 rad14 -1 and sgs1 mgt1 5.
Screening CC(=O)OC12c3ccccc3C(c3ccccc31)C1C(=O)N(N=C(C)C)C(=O)C12 (stereo not given) returned rad50 -4, yeast mlh1 rad18 27, mec2-1 4, bub3 9, yeast cln2 rad14 -11 and sgs1 mgt1 8.

Remaining list, next part.
O=C(O)CN1CCN(CC(=O)O)CCN(CC(=O)O)CCN(CC(=O)O)CC1 was read as rad50 -8, yeast mlh1 rad18 22, mec2-1 -1, bub3 20, yeast cln2 rad14 -18 and sgs1 mgt1 3.
N[C@@H](Cc1ccccc1)C(=O)NCCNC(=O)[C@@H](N)Cc1ccccc1 was read as rad50 -13, yeast mlh1 rad18 3, mec2-1 -3, bub3 -1, yeast cln2 rad14 17 and sgs1 mgt1 -9.
Screening COC(=O)c1cc(=O)n(C)c2ccc(OC)cc12 returned rad50 21, yeast mlh1 rad18 21, mec2-1 11, bub3 14, yeast cln2 rad14 10 and sgs1 mgt1 -5.
`O=C(Cc1nc2ccccc2s1)C(=O)Nc1ccccc1C(F)(F)F` gave rad50 26, yeast mlh1 rad18 -17, mec2-1 -30, bub3 3, yeast cln2 rad14 9 and sgs1 mgt1 -10.
Screening CCOC(=O)CC1CC(C)(C(=O)OCC)C(=O)CC1=O (stereo not given) returned rad50 -21, yeast mlh1 rad18 0, mec2-1 -5, bub3 8, yeast cln2 rad14 8 and sgs1 mgt1 -11.
CN1C2CCC1C1N=NN(c3cc(C(F)(F)F)cc(C(F)(F)F)c3)C1(N1CCOCC1)C2 (stereo not given) was read as rad50 -21, yeast mlh1 rad18 -22, mec2-1 -10, bub3 -12, yeast cln2 rad14 0 and sgs1 mgt1 -28.
For CC(c1ccccc1)N(C)C (stereo not given) the results were rad50 13, yeast mlh1 rad18 2, mec2-1 -2, bub3 6, yeast cln2 rad14 8 and sgs1 mgt1 0.
For O=C(Nc1ccc(S(=O)(=O)c2ccc(F)cc2)cc1)OC1CCCCC1 the results were rad50 36, yeast mlh1 rad18 18, mec2-1 6, bub3 4, yeast cln2 rad14 18 and sgs1 mgt1 39.
C1=CCC(C2OCC(c3ccccc3)O2)CC1 (stereo not given) was read as rad50 0, yeast mlh1 rad18 7, mec2-1 -12, bub3 -12, yeast cln2 rad14 -25 and sgs1 mgt1 -8.
`O=S(=O)(O)c1ccc(-c2nc3ccccc3[nH]2)cc1` gave rad50 2, yeast mlh1 rad18 -19, mec2-1 8, bub3 28, yeast cln2 rad14 6 and sgs1 mgt1 5.
`C=CCN(CC=C)C(=O)Nc1cccc(C)c1` gave rad50 -27, yeast mlh1 rad18 -21, mec2-1 -44, bub3 -3, yeast cln2 rad14 -3 and sgs1 mgt1 1.
For O=S(=O)(Nc1ccc(Cl)cc1)c1ccc(F)cc1 the results were rad50 -9, yeast mlh1 rad18 4, mec2-1 -16, bub3 -29, yeast cln2 rad14 12 and sgs1 mgt1 -12.
For CN(C)C(=S)/N=c1\ssc(=S)n1C1CCCCC1 the results were rad50 -22, yeast mlh1 rad18 -12, mec2-1 3, bub3 26, yeast cln2 rad14 -50 and sgs1 mgt1 6.
`CCOC(=O)C1CN(C2CC2)CCC1=O` (stereo not given) gave rad50 2, yeast mlh1 rad18 -56, mec2-1 -4, bub3 0, yeast cln2 rad14 21 and sgs1 mgt1 19.
For Cc1[nH]n(-c2ccc(Cl)cc2)c(=O)c1N=Nc1cccc(C(F)(F)F)c1 the results were rad50 22, yeast mlh1 rad18 2, mec2-1 2, bub3 -2, yeast cln2 rad14 7 and sgs1 mgt1 2.
COc1ccc(NC(=O)Oc2ccccc2-c2ccccc2)cc1 was read as rad50 1, yeast mlh1 rad18 -12, mec2-1 14, bub3 -7, yeast cln2 rad14 -18 and sgs1 mgt1 -2.
Screening COc1ccc(OC)c(N=Cc2cccs2)c1 returned rad50 15, yeast mlh1 rad18 22, mec2-1 6, bub3 16, yeast cln2 rad14 15 and sgs1 mgt1 21.
For c1ccc(-c2ccc(-c3ccc(-c4ccccc4)cc3)cc2)cc1 the results were rad50 0, yeast mlh1 rad18 -4, mec2-1 -9, bub3 19, yeast cln2 rad14 -21 and sgs1 mgt1 9.
`CCOC(=O)C12CCCC1(O)N(NC(=O)OC(C)(C)C)C(C)=C2C(=O)OC` (stereo not given) gave rad50 -8, yeast mlh1 rad18 -8, mec2-1 15, bub3 0, yeast cln2 rad14 -43 and sgs1 mgt1 -3.
Cc1nc2nnc(N)n2nc1C was read as rad50 10, yeast mlh1 rad18 4, mec2-1 -6, bub3 8, yeast cln2 rad14 -22 and sgs1 mgt1 4.
For Cc1ncc(C)c(=O)[nH]1 the results were rad50 -5, yeast mlh1 rad18 5, mec2-1 -14, bub3 -5, yeast cln2 rad14 0 and sgs1 mgt1 -8.
NS(=O)(=O)c1ccc(NC(=O)c2ccccc2C(=O)O)cc1 was read as rad50 -5, yeast mlh1 rad18 -21, mec2-1 -27, bub3 2, yeast cln2 rad14 0 and sgs1 mgt1 -20.
Screening COc1c(OC2OC(CO)C(O)C(O)C2O)cc2c(c1OC)-c1ccc(OC)c(=O)cc1C(NC(C)=O)CC2 (stereo not given) returned rad50 14, yeast mlh1 rad18 20, mec2-1 9, bub3 19, yeast cln2 rad14 12 and sgs1 mgt1 11.
Screening CCN1CSC(=S)N(Cc2ccccc2)C1 returned rad50 17, yeast mlh1 rad18 33, mec2-1 6, bub3 28, yeast cln2 rad14 5 and sgs1 mgt1 50.
Screening CC(C)OC(=O)NNc1cc(Cl)ccc1Cl returned rad50 38, yeast mlh1 rad18 75*, mec2-1 36, bub3 99*, yeast cln2 rad14 26 and sgs1 mgt1 44.
For CN1C(N)=NC(=O)/C1=C/c1ccccc1 the results were rad50 -14, yeast mlh1 rad18 -6, mec2-1 7, bub3 6, yeast cln2 rad14 7 and sgs1 mgt1 2.
Screening COc1cccc2c1C(=O)c1c(O)c(CCl)cc(OC)c1C2=O returned rad50 17, yeast mlh1 rad18 15, mec2-1 -5, bub3 6, yeast cln2 rad14 -33 and sgs1 mgt1 21.
`CCCCCN(CCCCC)CCCNc1c2c(nc3cccc(Cl)c13)CCCC2` gave rad50 -2, yeast mlh1 rad18 8, mec2-1 -7, bub3 -8, yeast cln2 rad14 -13 and sgs1 mgt1 10.
`O/N=C(/C[n+]1ccccc1)c1ccccc1` gave rad50 29, yeast mlh1 rad18 27, mec2-1 22, bub3 21, yeast cln2 rad14 3 and sgs1 mgt1 46.
